NPY-Y2 antag: NPY-Y2 receptor antagonists, primary screen, cell-based; Neuropeptide Y receptor type 2 (Homo sapiens), P49146; NPY-Y2 expressing cells, antagonist mode; inhibition, % at 2.7 µM; 0.99% of 140,000 active; AID 793, 2007; in the data active = inhibition above about 17%;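 also: 0% = vehicle with agonist challenge and 100% = reference antagonist with challenge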
Target sequence (P49146 whole entry, looked up): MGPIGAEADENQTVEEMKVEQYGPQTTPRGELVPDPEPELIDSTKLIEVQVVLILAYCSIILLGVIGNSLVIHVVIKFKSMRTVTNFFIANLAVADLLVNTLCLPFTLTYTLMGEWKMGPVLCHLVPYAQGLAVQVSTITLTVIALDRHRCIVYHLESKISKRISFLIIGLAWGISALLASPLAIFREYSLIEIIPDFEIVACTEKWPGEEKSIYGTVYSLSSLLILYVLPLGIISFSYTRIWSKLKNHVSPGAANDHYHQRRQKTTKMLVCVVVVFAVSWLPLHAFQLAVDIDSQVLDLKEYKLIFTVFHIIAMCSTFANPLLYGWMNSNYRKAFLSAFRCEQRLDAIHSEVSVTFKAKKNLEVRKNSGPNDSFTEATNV
Yeast lifespan up: compounds extending yeast replicative lifespan, primary screen, S. cerevisiae, OD615; inhibition of the nicotinamide effect, % at 10 µM; 0.68% of 130,000 active; S. cerevisiae growth with nicotinamide; deaD strain in restrictive glucose medium; AID 775, 2007;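 active = inhibition above a set limit, placed 3 SD over the median of all compounds, cut at about 26% in these data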;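 also: 0% = nicotinamide-treated wells and 100% = cells grown without nicotinamide; some compounds called inactive have numbers as strong as hits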
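Test system – modified budding yeast, DeaD strain · Compound – single dose 10 µM compound, 0.25% DMSO · Times – culture preincubation 4 h, compound exposure 48 h, both 30 °C · Detection – optical density (absorbance) at 615 nm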
MRP1 act: H69AR viability gain despite doxorubicin, primary screen, MRP-1 activator project, H69AR cells, CellTiter-Glo; viability rescue; viability increase, % at 10 µM; 0.61% of 140,000 active; AID 799, 2007;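 active = viability gain under doxorubicin at or above a set limit, the compound median plus 3 SD, cut at about 4.7% in these data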;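 also: MRP-1 overexpressing cells given doxorubicin 25 µM after compound pretreatment; 18-22 h compound pretreatment then 72 h with doxorubicin before readout; 0% = doxorubicin-only wells and 100% = vehicle-treated cells without doxorubicin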
Phagocytosis inh: inhibitors of macrophage phagocytosis, primary screen, imaging, J774A.1 cells, IgG beads; J774A.1 macrophage IgG-bead phagocytosis; inhibition, % at 5 µM; 0.07% of 110,000 active; AID 1029, 2008;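 active = inhibition above the mean of the plate negative controls plus 5 SD, cut at about 13% in these data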;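 also: phagocytic index as fraction of beads internalized from green versus red external bead signal; plate controls were DMSO negative control for no effect and cytochalasin-D positive control for full effect; some results beyond the cut were filed as inactive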
E-sel TNF inh: E-selectin induction blockers in HUVEC – imaging, immunofluorescence, high content, primary screen | 0.71% of 120,000 active | inhibition, % at 2 µM | HUVEC TNFa-induced E-selectin immunofluorescence;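 active = inhibition above the batch mean plus 3 SD, and confirmed as a hit on visual image review, cut at about 43% in these data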;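 also: 0% = TNF-stimulated DMSO wells and 100% = unstimulated control wells; not every result past the cut was called active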
HCT116 PTEN-null: growth suppression of PTEN-null HCT116, primary screen, cell-based, CellTiter-Glo | HCT116 PTEN-null viability, 60 h; active compounds read low | viability, % at 10 µM | 1.2% of 140,000 active | AID 827, 2007;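 active = viability at or below a set limit, 4 SD under the median of all tested compounds, cut at about 3.7% in these data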;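 also: PTEN knockout HCT116 line with beta catenin targeted HCT116 as companion control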
GALR2 blocker: GALR2 antagonists in receptor-expressing cells, primary screen | Galanin receptor type 2 (Homo sapiens), O43603 | antagonist mode | inhibition, % at 4 µM | 0.39% of 140,000 active | AID 828, 2007; in the data active = inhibition above about 27%;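 also: cells stimulated with galanin 1-16 at roughly its EC80; 0% = agonist challenge control and 100% = basal control without agonist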
Target sequence (O43603 whole entry, looked up): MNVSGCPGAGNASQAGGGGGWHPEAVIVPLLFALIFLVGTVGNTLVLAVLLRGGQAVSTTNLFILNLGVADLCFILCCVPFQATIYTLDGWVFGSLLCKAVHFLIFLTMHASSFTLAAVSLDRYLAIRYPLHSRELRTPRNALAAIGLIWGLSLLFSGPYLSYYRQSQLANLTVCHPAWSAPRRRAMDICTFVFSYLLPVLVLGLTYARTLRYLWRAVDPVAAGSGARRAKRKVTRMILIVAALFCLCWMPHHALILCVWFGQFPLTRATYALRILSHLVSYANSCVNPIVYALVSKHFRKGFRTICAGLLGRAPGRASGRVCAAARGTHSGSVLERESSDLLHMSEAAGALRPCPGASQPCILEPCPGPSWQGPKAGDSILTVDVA
HCT116 bCat-KO: primary screen for growth suppressors in beta-catenin knockout HCT116 cells (colon tumor, human); viability, % at 10 µM; HCT116 beta-catenin knockout viability, CellTiter-Glo, 60 h; active compounds read low; 1.5% of 140,000 active;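 active = viability at or under a set limit, the compound median less 4 SD, cut at about 6% in these data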;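 also: 0% = Hyamine 1622 control at 20 µM and 100% = untreated cell control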
Measles CPE: compounds protecting cells from measles virus cytopathic effect, primary screen, measles RdRp inhibitor project, single point, MLSMR library, absorbance; Measles virus-infected cells, CPE protection; AID 841, 2007; 1.5% of 140,000 active; protection (pct of control), % at 4 µM; in the data active = protection mostly above about 24%, no sharp cut-off; inactive = mostly below about 26%; also: some compounds called inactive have numbers as strong as hits
Yeast growth inh: growth inhibitors of yeast BB579 in restrictive medium, primary screen, yeast lifespan-shortening project, S. cerevisiae | OD615, 48 h | inhibition, % at 10 µM | 0.51% of 140,000 active;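 active = inhibition above a set limit, 3 SD over the mean compound inhibition, cut at about 44% in these data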; also: inactives centre near -24
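Assay system: S. cerevisiae DeaD strain BB579 yeast. Medium: CSMM-D restrictive synthetic medium containing dextrose (glucose). Times: 4 h cell preincubation, 48 h compound exposure, 30 °C humidified. Signal: OD615 turbidity measurement. Benchmarks: positive control amphotericin B 10 µg/mL.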
* marks the source's active call; other numbers are inactive results; · = no result given. Compounds as they come; 6.1% or so of the library scored in one or more.

SMILES	NPY-Y2 antag	Yeast lifespan up	MRP1 act	Phagocytosis inh	E-sel TNF inh	HCT116 PTEN-null	GALR2 blocker	HCT116 bCat-KO	Measles CPE	Yeast growth inh
O=C(CSCc1cccc(Br)c1)NC1CC1	0	-2	-1.6	7	·	96	-6	95	7	-15
CCOC(=O)C1CCN(C/C=C/c2ccccc2OC)CC1	0	5	-3.2	-3	-12	85	-11	70	30	-23
CC(=O)Nc1cc(-c2nn(C)c(=O)c3ccccc23)ccc1N1CCOCC1	6	-3	-3.8	0	-4	90	-8	85	8	3
CCN1CCN(CC(=O)c2c[nH]c3ccc(C)cc23)CC1	0	-10	-3.0	-2	4	100	-18	94	2	2
COCCNC(=O)C(C)OC(=O)c1nsc(Cl)c1Cl (stereo not given)	2	-5	1.8	0	9	107	-2	101	1	-9
Cn1c(=O)c(=O)n(C)c2cc(S(=O)(=O)Nc3ccc4c(c3)OCCO4)ccc21	-2	-9	-0.3	-1	-14	93	2	98	18	-22
COC(=O)c1c(N)sc2c1CCN(c1ncc(C(F)(F)F)cc1Cl)C2	2	-23	-0.9	1	·	93	-13	87	7	-27
COC(=O)c1ccc(COc2ccccc2/C=N/NS(=O)(=O)c2ccc(C)cc2)cc1	2	-5	-1.2	-2	-25	15	-13	10	1	-36
COC(=O)c1sccc1NC(=O)c1ccco1	4	·	·	0	-1	·	-16	·	·	·
CC(Oc1ccc(Cl)cc1)C(=O)/C=C/N(C)C (stereo not given)	-1	11	0.2	·	-10	116	-1	108	24	-99
COc1ccc(-c2csc(N3CCC(C(N)=O)(N4CCCCC4)CC3)n2)cc1	-1	-9	-0.1	0	·	87	-3	84	6	-22
O=C(CSc1nnc(Nc2ccccc2F)s1)Nc1cccc(S(=O)(=O)N2CCCCC2)c1	3	1	0.0	·	·	60	13	64	4	-26
CCOC(=O)C1CCN(C(=O)COc2ccc(N(C)S(=O)(=O)c3cccs3)cc2)CC1	-1	-12	-1.2	-1	·	97	-9	82	4	-7
CCN(CC)C(=O)C(Cc1ccccc1)N1C(=O)c2ccccc2C1=O (stereo not given)	1	23	-0.3	0	-35	90	5	90	15	-46
c1cc(-c2noc(CCC3CCCC3)n2)ccn1	1	4	-1.4	0	24	72	2	66	6	-27
CC(C)Cn1c(N)c(C(=O)COC(=O)C2=COCCO2)c(=O)n(C)c1=O	0	-5	-0.5	·	-6	86	8	95	4	-16
Cc1nn(C)c(C)c1S(=O)(=O)N(CC(=O)Nc1ccc2c(c1)OCO2)c1ccc(C(C)C)cc1	0	-4	-3.0	·	-12	90	-3	90	12	-25
Cc1cccc(-c2nc(=S)c3c(n2Cc2ccco2)CCCC3)c1	22*	-16	-3.6	4	5	81	7	75	31	-17
CC1(C)CN=C(N2CCN(c3ncnc4sc5c(c34)CCCC5)CC2)S1	2	-9	-0.3	·	-12	70	0	55	10	-24
CCC(C#CCN1CCOCC1)(CC)OCCC#N	10	-9	-0.8	-1	23	98	3	82	19	-27

2 records drawn at random from those above:
SMILES	NPY-Y2 antag	Yeast lifespan up	MRP1 act	Phagocytosis inh	E-sel TNF inh	HCT116 PTEN-null	GALR2 blocker	HCT116 bCat-KO	Measles CPE	Yeast growth inh
COc1ccc(-c2csc(N3CCC(C(N)=O)(N4CCCCC4)CC3)n2)cc1	-1	-9	-0.1	0	·	87	-3	84	6	-22
COC(=O)c1c(N)sc2c1CCN(c1ncc(C(F)(F)F)cc1Cl)C2	2	-23	-0.9	1	·	93	-13	87	7	-27

Next section
SMILES	NPY-Y2 antag	Yeast lifespan up	MRP1 act	Phagocytosis inh	E-sel TNF inh	HCT116 PTEN-null	GALR2 blocker	HCT116 bCat-KO	Measles CPE	Yeast growth inh
CCc1c(C)n([O-])c2c([n+]1=O)CCC2	2	-13	0.5	·	0	106	-3	92	10	-25
COc1ccc(Cl)cc1N1C(=O)C2CCCN2C1c1sccc1C (stereo not given)	6	-8	-2.8	-4	40	104	-1	95	13	14
COc1cccc(C(C(=O)NC2CCCC2)N(Cc2ccc(C)cc2)C(=O)c2ccco2)c1OC (stereo not given)	2	·	-2.0	·	-1	86	6	88	4	-29
c1ccc(Nc2nc(N3CCCCC3)nc(N3CCCCC3)n2)cc1	5	-4	-1.6	-1	3	86	-2	81	31	-41
O=C(N1CCOCC1)N1CCN(c2ccccn2)CC1	2	-18	-3.8	2	17	97	1	90	14	-31
O=c1nc2ccccc2c(NS(=O)(=O)c2ccc(Cl)cc2)n1-c1ccccc1	-2	-8	-0.3	·	·	100	2	95	20	-38
CC(=O)Nc1ccc(S(=O)(=O)NCC(=O)OCc2ccccc2)cc1	-2	-1	-2.6	-4	·	63	17	69	19	1
Clc1ccc(Cn2c(CN3CCCC3)nc3ccccc32)cc1	9	1	-1.5	·	·	71	11	77	8	-24
Cc1cc(=O)oc(C)c1C(=O)Nc1c(C)n(C)n(-c2ccccc2)c1=O	-1	-22	-1.1	·	·	98	10	102	11	-19
COc1ccc(C(=O)Nc2cccc(C(C)=O)c2)cc1S(=O)(=O)N1CCOCC1	-1	-1	-2.0	-1	·	109	-8	100	20	-12
CCn1c(SCC(=O)Nc2ccc3c(c2)OCO3)nc2c(c1=O)SC(C)C2 (stereo not given)	2	-10	-2.1	0	·	68	-1	91	20	-4
COc1ccc(C(O)C(CN2CCOCC2)c2ccccc2)cc1F (stereo not given)	2	-1	-0.9	2	18	101	0	99	11	-51
O=C(Nc1cccc(S(=O)(=O)NC2=NCCCCC2)c1)c1cc(-c2ccc(Cl)cc2)nc2ccccc12	7	5	-1.3	·	·	83	2	85	3	-38
CCC(c1nnnn1Cc1ccco1)N(CCN1CCOCC1)Cc1cc2cc(C)ccc2[nH]c1=O (stereo not given)	6	2	-1.2	-1	·	101	-1	110	12	-48
O=C(N/N=C/c1ccsc1)c1cc(-c2cccs2)nc2ccccc12	4	-1	-3.0	5	·	38	-11	39	2	-48
COc1ccc(OC)c(NC(=O)C2CCN(c3ncccn3)CC2)c1	-1	-22	-1.6	2	20	96	6	104	5	-46
Cc1nn(-c2ccc(F)cc2)c(Cl)c1/C=N/NC(=O)c1cccc(S(=O)(=O)N2CCCC2)c1	2	3	-1.2	-6	6	97	6	100	4	-24
Cc1ccc(S(=O)(=O)N2CCC(C(=O)N[C@@H](C)C(=O)NCc3ccccc3)CC2)cc1	11	1	1.6	0	-90	96	9	105	3	-11
CCCCn1ccnc1C(=O)c1ccc(S(=O)(=O)N(CCOC)CCOC)cc1	-1	-8	-2.8	·	-3	97	4	88	0	1
Cc1noc(C)c1CSc1nc2ccccc2c(=O)n1-c1ccc(Cl)cc1	32*	11	-4.3	-1	7	23	-8	26	7	-43

An excerpt from above in order of their number in Phagocytosis inh, high to low.
mol	NPY-Y2 antag	Yeast lifespan up	Phagocytosis inh	E-sel TNF inh	GALR2 blocker	Measles CPE
Cc1cccc(-c2nc(=S)c3c(n2Cc2ccco2)CCCC3)c1	22*	-16	4	5	7	31
c1cc(-c2noc(CCC3CCCC3)n2)ccn1	1	4	0	24	2	6
Cn1c(=O)c(=O)n(C)c2cc(S(=O)(=O)Nc3ccc4c(c3)OCCO4)ccc21	-2	-9	-1	-14	2	18

Exported with two lines to a compound: entries from further up.
Results follow in this order: NPY-Y2 antag | Yeast lifespan up | MRP1 act | Phagocytosis inh | E-sel TNF inh | HCT116 PTEN-null | GALR2 blocker | HCT116 bCat-KO | Measles CPE | Yeast growth inh
Clc1ccc(Cn2c(CN3CCCC3)nc3ccccc32)cc1
  9 | 1 | -1.5 | · | · | 71 | 11 | 77 | 8 | -24
Cc1cc(=O)oc(C)c1C(=O)Nc1c(C)n(C)n(-c2ccccc2)c1=O
  -1 | -22 | -1.1 | · | · | 98 | 10 | 102 | 11 | -19

The listing continues.
SMILES	NPY-Y2 antag	Yeast lifespan up	MRP1 act	Phagocytosis inh	E-sel TNF inh	HCT116 PTEN-null	GALR2 blocker	HCT116 bCat-KO	Measles CPE	Yeast growth inh
CC(=O)Nc1ccc(C(=O)N/N=C(\C)CC(=O)Nc2ccc(OCc3ccccc3)cc2)cc1	0	-7	2.6	-10	2	83	-6	89	6	-32
Cc1nc(NC(=O)c2ccc(F)cc2)nc2cc3c(cc12)OCO3	3	-23	-0.9	0	-20	97	1	100	15	-1
N#Cc1c(-c2ccccc2)nc(-c2ccccc2)nc1N1CCOCC1	4	-12	-2.2	2	-5	77	-6	76	5	-24
COc1cc(NC(=S)NC2CC2)c(OC)cc1Cl	1	-1	-1.9	-4	·	99	18	94	10	-36
Cc1noc(C)c1S(=O)(=O)N(CC(=O)NCc1ccc(Cl)cc1)c1ccc2c(c1)OCO2	3	-11	-1.9	0	·	101	11	102	14	-6
O=C(Nc1ccc(N2CCN(c3ccc(O)cc3)CC2)cc1)Oc1ccccc1	-1	-11	-3.4	-3	19	70	7	68	5	-32
CC(C)OC(=O)/C(=C/c1ccc(Br)cc1)NC(=O)c1ccco1	-1	9	-2.1	-2	12	88	1	86	2	-14
CCCCn1nc2cc(C(=O)NCCc3cccs3)ccc2c1OCC	0	-8	-0.9	-1	·	101	-1	89	16	-49
Cc1ccc(CC23CN4CCN(CC(C4)C2O)C3)c(C)c1 (stereo not given)	4	0	-1.6	-1	5	94	0	82	3	-20
Cc1ccccc1OCC(=O)Nc1cc(Cl)ccc1Oc1ccccc1	6	-5	-2.8	-8	12	106	-6	107	4	1
Cn1cccc1CC(=O)N/N=C/C=C/c1ccco1	2	-3	-0.8	0	-2	96	3	101	3	-48
O=C(C(c1ccccc1)c1ccccc1)N(Cc1ccco1)C1CCS(=O)(=O)C1 (stereo not given)	8	-9	-3.7	-2	4	97	7	91	4	-36
N=c1oc2ccc3ccccc3c2cc1-c1nnc2n1CCCCC2	2	-14	-1.1	0	·	81	1	76	0	-27
CCCn1c(NC(=O)c2ccc(C)cc2)nc2ccccc21	12	-12	-1.6	-1	-15	37	7	26	11	-42
O=C(CNC(=O)C12CC3CC(CC(C3)C1)C2)N1CCN(S(=O)(=O)c2cccs2)CC1	1	1	-1.2	-2	-11	83	2	84	7	-9
COc1ccc(N2C3=C(CC4=C2CC(C)(C)CC4=O)C(=O)CC(C)(C)C3)cc1	0	-21	-3.9	·	-7	1.1*	2	1.1*	2	3

As a short view, part of the list above:
SMILES	NPY-Y2 antag	Yeast lifespan up	MRP1 act	Phagocytosis inh	E-sel TNF inh	HCT116 PTEN-null	GALR2 blocker	HCT116 bCat-KO	Measles CPE	Yeast growth inh
CC(=O)Nc1ccc(C(=O)N/N=C(\C)CC(=O)Nc2ccc(OCc3ccccc3)cc2)cc1	0	-7	2.6	-10	2	83	-6	89	6	-32
Cc1nc(NC(=O)c2ccc(F)cc2)nc2cc3c(cc12)OCO3	3	-23	-0.9	0	-20	97	1	100	15	-1

Source: PubChem
